# influenza NS1A – H1N1 influenza NS1A inhibitors, functional cell based assay (AID 504329); NS1A functional cell-based assay, percent inhibition; higher % means a stronger effect; one-dose inhibition, % at 12.5 µM; IC50 in µM for titrated hits; 340,000 tested, 0.3% active; in the data active = a potency from the dose series; inconclusive = inhibition above about 27% without an active follow-up result; also: strong numbers were not always called active
# Salmonella PhoP GFP – PhoP regulon inhibitors, Salmonella typhi PhoP promoter GFP reporter, confirmatory (AID 1850). Salmonella Typhi PhoP-promoter GFP reporter, fluorescence, 4 h; higher % means a stronger effect. inhibition, % at 50 µM; hits with a dose series show IC50 in µM. 310,000 tested, 0.33% active; in the data active = a potency from the dose series; inconclusive = inhibition mostly from about 25% at the one dose, without a potency; inactive = the rest, 99 in 100 with inhibition below about 19%;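 also: 0% = induced wells with vehicle and 100% = uninduced wells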
# M. tuberculosis HTS – M. tuberculosis growth inhibition, HTS (AID 449762) | M. tuberculosis H37Rv growth inhibition, 7H9 media; higher % means a stronger effect | one-dose inhibition, % at 25 µM; IC50 in µM for titrated hits | 330,000 tested, 0.59% active; in the data active = a potency from the dose series; inconclusive = inhibition above about 70% without an active follow-up result;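 also: bacterial growth assessed after seven days of incubation; strong numbers were not always called active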
# M. tuberculosis – growth inhibition of non-replicating M. tuberculosis (AID 488890); 320,000 tested, 0.39% active; Mycobacterium tuberculosis non-replicating, growth inhibition; higher % means a stronger effect; one-dose inhibition, % at 25 µM; IC50 in µM for titrated hits; in the data active = a potency from the dose series; inconclusive = inhibition mostly from about 82% at the one dose, without a potency; inactive = the rest, 99 in 100 with inhibition below about 76%;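 also: plate controls were DMSO cells for no effect and high antibiotic wells for full effect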
# VEEV TC-83 Vero – inhibitors of VEEV TC-83 cytopathic effect, confirmation, Vero cells (AID 588727); 350,000 tested, 0.13% active; inhibition, % at 20 µM, or IC50 in µM where a hit was titrated; Vero cells, VEEV TC-83 cytopathic effect inhibition; higher % means a stronger effect; in the data active = a potency from the dose series; inconclusive = inhibition mostly from about 14% at the one dose, without a potency; inactive = the rest, 99 in 100 with inhibition below about 12%; also: strong numbers were not always called active
# VEEV TC-83 Vero 10K pilot screen – recorded beside VEEV TC-83 Vero, whose call it bears; inhibition, %; measured here: 10K pilot screen inhibition
# Starred values were filed as active, the others as inactive; i = inactive; ? = inconclusive; nt = not tested or not shown. Rows were taken by chance; 1.5% or so of the library scored in one or more.
SMILES,influenza NS1A,Salmonella PhoP GFP,M. tuberculosis HTS,M. tuberculosis,VEEV TC-83 Vero,others
O=C(Oc1coc(CSc2nnc(NC(=O)C3CC3)s2)cc1=O)c1ccccc1,-11%,-1%,1%,12%,3.2%,
Cc1cccc(OCC(=O)N(Cc2ccco2)C2CCS(=O)(=O)C2)c1 (stereo unspecified),-1%,11%,3%,10%,0.1%,
CCc1cc2c(cc3c(=O)n(CC(=O)NCCCN4CC(C)CC(C)C4)ncn32)s1 (stereo unspecified),30%,nt,nt,nt,0.1%,
Cc1ccc(S(=O)(=O)N2CCN(C(=O)Cn3nc(C)c([N+](=O)[O-])c3C)CC2)c(C)c1,-7%,-9%,-17%,25%,1.6%,
CCN1CCN(C(=O)COc2ccc3c(c2)C(=O)CC2(CCN(C(C)=O)CC2)O3)CC1,2%,-3%,-1%,0%,1.9%,
c1cnc2ncc3sccc3c2c1,-18%,-10%,4%,16%,0.4%,
O=C(COC(=O)COc1ccc(Cl)cc1)Nc1ncc(Br)s1,-4%,nt,nt,nt,0.9%,
COc1ccc(OC)c(-c2csc(NC(=O)C3c4ccccc4Oc4ccccc43)n2)c1,14%,9%,9%,23%,4.1%,VEEV TC-83 Vero 10K pilot screen=6.5
CC(C)CN1CCN(CC#Cc2ccccc2)CC1CCO (stereo unspecified),-1%,5%,-2%,21%,1.9%,
COc1cc(-c2[nH]ncc2CN(C)Cc2cc(C)[nH]n2)cc(OC)c1OC,0%,12%,-15%,-8%,0.5%,
COc1ccc(Nc2cc(C)nc(NCc3ccccc3)n2)cc1,nt,74µM*,?,?,0.1%,
Cc1c(NC(=O)C(C)Sc2nc3ccccc3c(=O)n2CCO)c(=O)n(-c2ccccc2)n1C (stereo unspecified),4%,-12%,0%,-1%,3.1%,VEEV TC-83 Vero 10K pilot screen=0.2
Cc1ccc(S(=O)(=O)N2CCN(S(=O)(=O)c3ccccc3Br)C2=O)cc1,16%,nt,nt,nt,1.1%,
O=C(O)c1ccc2c(c1)OCCO2,4%,-20%,-8%,-9%,1.9%,
CCSC1=N/C(=C/c2ccsc2)C(=O)N1c1ccccc1,-10%,-1%,12%,38%,2.2%,
COc1ccc(C(=O)OCCN2C(=O)c3ccccc3C2=O)cc1,0%,2%,-9%,-16%,0.2%,
C=CCN(C(=O)Nc1ccc(F)cc1)C1CC(=O)N(c2ccc(OC)cc2)C1=O (stereo unspecified),3%,-6%,-11%,5%,4.6%,
N#CC1=C(N)OC2=C(CC/C2=C\c2ccccc2Cl)C1c1ccccc1Cl (stereo unspecified),8%,-10%,12%,55%,24%,
CC(C)C(=O)N1CCN(c2ccc(NC(=O)c3cccs3)cc2Cl)CC1,-13%,6%,?,66%,7.5%,
Cc1ccc(C)c(NC(=O)c2ccccc2NC(=O)C2CCCO2)c1 (stereo unspecified),-5%,-1%,6%,20%,0.6%,
O=C(COC(=O)c1cc(S(=O)(=O)N2CCOCC2)c(Cl)cc1Cl)c1ccc[nH]1,-3%,nt,-2%,30%,2.7%,
Cc1ccccc1NC(=O)N1CCC(NC(=O)C2CCCCC2)CC1,11%,-7%,0%,-5%,1.1%,
CCC(C)N1C(=O)/C(=C\c2ccc(N3CCCCCC3)cc2)C(=O)NC1=S (stereo unspecified),23%,-15%,-1%,46%,i,
COc1ccc(OC)c(/C=N/c2oc(-c3ccco3)c(-c3ccco3)c2C#N)c1,-4%,1%,-2%,3%,4.3%,
CC(C)c1ccc(NC(=S)Nc2cccc3ccccc23)cc1,0%,-14%,?,?,4.3%,

# Compounds shown so far that contain two or more sulfur atoms, in the order listed:
SMILES,influenza NS1A,Salmonella PhoP GFP,M. tuberculosis HTS,M. tuberculosis,VEEV TC-83 Vero,others
O=C(Oc1coc(CSc2nnc(NC(=O)C3CC3)s2)cc1=O)c1ccccc1,-11%,-1%,1%,12%,3.2%,
Cc1ccc(S(=O)(=O)N2CCN(S(=O)(=O)c3ccccc3Br)C2=O)cc1,16%,nt,nt,nt,1.1%,
CCSC1=N/C(=C/c2ccsc2)C(=O)N1c1ccccc1,-10%,-1%,12%,38%,2.2%,

# Next section:
SMILES,influenza NS1A,Salmonella PhoP GFP,M. tuberculosis HTS,M. tuberculosis,VEEV TC-83 Vero,others
Cc1ccc(OCC(=O)NNC(=O)C2CCN(c3nc(C)cc(C)n3)CC2)cc1,3%,-4%,9%,7%,0.7%,
COc1cccc(NC(=O)Nc2cc(NC(=O)Nc3cccc(OC)c3)c(C)nc2C)c1,-7%,-5%,10%,51%,1.4%,
Cc1nc(CN(C)C(=O)CC2C(=O)NCCN2Cc2ccc(F)cc2)cs1 (stereo unspecified),25%,7%,2%,-2%,1.7%,
CC(OC(=O)c1ccc2c(c1)OCCO2)C(=O)c1ccccc1 (stereo unspecified),-5%,-8%,-5%,14%,6.1%,
COc1cccc(C(=O)NCCS(=O)(=O)NCc2cccs2)c1,5%,-3%,0%,10%,0.6%,
CC/C(C)=C1\SC(N2CCN(c3cccc(C(F)(F)F)c3)CC2)=NC1=O,2%,1%,-13%,6%,2.9%,
CN(Cc1ccccc1)Cc1c[nH]c2ccccc12,11%,3%,-6%,-21%,i,
Cc1ccccc1Nc1nnc(SCC(=O)c2cc3ccccc3o2)s1,5%,-6%,1%,-15%,0.4%,
O=C(CCc1ccccc1)Nc1ccccc1F,-14%,-6%,4%,nt,6.3%,
CCOC(=O)Cc1csc(NS(=O)(=O)c2ccc(OC)cc2)n1,-11%,-14%,13%,8%,1.1%,
CS(=O)(=O)N(CCc1ccccc1)CC(=O)Nc1ccc(Br)cc1F,-10%,1%,4%,14%,i,
COc1ccc(OC)c(NC(=O)Nc2cccc(Cn3cccn3)c2)c1,1%,12%,8%,13%,i,
C/C(Cl)=C\Cn1c(=O)c2c(nc3n2CCS3)n(C)c1=O,0%,4%,7%,16%,1.6%,
CCc1ccccc1NC(=O)c1ccccc1Sc1ccc([N+](=O)[O-])cc1Cl,-7%,-5%,-9%,-26%,0.3%,
COc1ccc(NC(=O)CNC(=O)c2ccco2)cc1,-25%,3%,3%,-3%,i,
CC1=Nc2ccccc2/C1=C\c1nc(-c2ccc(F)cc2)oc1O,7%,-1%,40%,60%,i,
Cc1c(C(=O)N2CCOCC2)c(S(=O)(=O)Nc2cccc(F)c2)c(C)n1C,2%,0%,-4%,-3%,i,
CC(NC(=O)COC(=O)Cn1cc(C(F)(F)F)ccc1=O)c1ccccc1 (stereo unspecified),-17%,nt,0%,-13%,4.8%,
Nc1nc(SCCO)[nH]c(=O)c1NC(=O)c1ccccc1F,-8%,5%,-3%,-7%,i,
CCn1c(=O)c(-c2cc(=O)[nH][nH]2)c(O)c2ccccc21,-7%,-4%,-4%,-23%,0.2%,
O=C(O)C1C2C=CC(O2)C1C(=O)NCCCn1ccnc1 (stereo unspecified),nt,-2%,3%,-7%,nt,
C/C(=N\OC(=O)c1cccc(C(F)(F)F)c1)c1sc(-c2ccccc2)nc1C,2%,-1%,7%,76%,4.5%,
CC(C)(C)c1n[nH]c(=S)n(/N=C/c2cccs2)c1=O,0%,1%,-9%,10%,4.2%,
CCOc1ccc(C(=O)NC(=S)N(Cc2ccccc2)Cc2ccccc2)cc1,5%,-10%,8%,5%,i,
Cc1ccc(N(Cc2cc3ccccc3[nH]c2=O)C(=O)c2ccco2)c(C)c1,-4%,2%,-3%,32%,9.0%,

# Next part; the last 3 above are carried over.
SMILES,influenza NS1A,Salmonella PhoP GFP,M. tuberculosis HTS,M. tuberculosis,VEEV TC-83 Vero,others
CC(C)(C)c1n[nH]c(=S)n(/N=C/c2cccs2)c1=O,0%,1%,-9%,10%,4.2%,
CCOc1ccc(C(=O)NC(=S)N(Cc2ccccc2)Cc2ccccc2)cc1,5%,-10%,8%,5%,i,
Cc1ccc(N(Cc2cc3ccccc3[nH]c2=O)C(=O)c2ccco2)c(C)c1,-4%,2%,-3%,32%,9.0%,
CC(=O)c1ccc(NC(=O)CC23CC4CC(C2)CC(n2nnc(C)n2)(C4)C3)cc1,-1%,11%,1%,11%,1.7%,
Cc1ccc(N(CC(=O)Nc2cc(C)ccc2C)S(C)(=O)=O)cc1,-4%,-5%,2%,-7%,0.3%,
N#Cc1ccccc1S(=O)(=O)N1CCN(C(=O)c2ccc(-n3cncn3)c([N+](=O)[O-])c2)CC1,-8%,1%,-2%,5%,i,
COC(=O)c1cc(NC(=O)CSc2nnc(N)s2)ccc1Cl,3%,-8%,13%,6%,i,
CCn1c(SCC(=O)Nc2cc(C)on2)nc2c(c1=O)SCC2,-2%,-7%,-6%,-5%,5.3%,
Cc1nc(N(C)C)ncc1C(=O)O,-3%,3%,-2%,0%,0.7%,
CN1CCN(S(=O)(=O)c2ccc(Sc3nnnn3-c3ccccc3)c([N+](=O)[O-])c2)CC1,3%,-16%,-6%,34%,6.9%,
Cc1cccn2cc(-c3ccc(S(=O)(=O)N4CCCCC4)cc3)nc12,-19%,-1%,2%,18%,4.2%,
Cc1ccc(/C=C/S(=O)(=O)NCCC(=O)NCc2ccc(F)cc2)cc1,-4%,nt,-10%,16%,0.6%,
CCN(CC)CC#CC(C)OCOCC#CCOC (stereo unspecified),-1%,23%,4%,6%,i,
FC(F)Sc1ccc(NC(=S)NC2CCCC2)cc1,-4%,-12%,4%,?,0.1%,
CC(C)CN1CCN(Cc2ccc(F)cc2Cl)CC1CCO (stereo unspecified),-4%,-4%,-3%,1%,1.9%,
CC(=O)NCc1nc2ccccc2n1C(C)C,-2%,-8%,-2%,-11%,1.3%,
CCn1cc([N+](=O)[O-])c(C(=O)N2CCCC2)n1,0%,nt,nt,nt,0.8%,
CCn1nc(C)c(CNC(=O)c2cc(COc3ccc(F)cc3Cl)on2)c1C,-2%,3%,6%,14%,i,
COc1ccc(Nc2nc(N)nc(CN(C)C3CCCCC3)n2)cc1,8%,-7%,-2%,44%,0.2%,
COC(=O)c1c(C)[nH]c(C(=O)/C=C/c2ccccc2F)c1C,2%,3%,-7%,-5%,2.1%,
CN1CCN(NS(=O)(=O)c2cccs2)CC1,-4%,-12%,-6%,6%,0.3%,
CNC(=O)N(O)C1N(NC(=O)Nc2cccc3ccccc23)C(=S)SC1(C)C (stereo unspecified),4%,-8%,17%,16%,2.7%,
C/C(CC(=O)Nc1ccccc1)=N\NC(=O)COc1ccc(C)cc1Br,-7%,6%,2%,3%,1.1%,
CCOc1ccc(C2C(C#N)=C(N)Oc3cc(C)oc(=O)c32)cc1 (stereo unspecified),-6%,5%,1%,-5%,1.2%,
CCc1ccc(NC(=O)Nc2cc(C(=O)O)ccc2N2CC3CC(C2)c2cccc(=O)n2C3)cc1 (stereo unspecified),-1%,-4%,2%,2%,2.2%,
c1ccc(OCc2nnc3sc(-c4cccs4)nn23)cc1,-6%,-3%,-8%,98%,4.1%,
CCOc1cc(Br)c(/C=C2/C(=O)N(C)C(=S)N2CC(=O)OC)cc1OC,-10%,-10%,13%,49%,0.5%,
CCO[C@@H]1OC(C(=O)N2CCN(Cc3ccc4c(c3)OCO4)CC2)=C[C@H](c2ccc3c(c2)OCO3)[C@H]1CCCO,nt,-2%,-3%,20%,nt,
# (more compounds)
SMILES,influenza NS1A,Salmonella PhoP GFP,M. tuberculosis HTS,M. tuberculosis,VEEV TC-83 Vero,others
COc1ccc(C(OC(=O)c2c(C)noc2C)C(=O)NC2CCCC2)cc1 (stereo unspecified),0%,1%,7%,17%,i,
Cc1cc(C)nc(NC(=O)CSc2nnnn2-c2ccccc2)n1,-1%,-15%,3%,0%,3.5%,
COC(=O)CSc1nc2ccc(C)cc2[nH]1,-8%,-3%,-9%,-5%,i,
CCn1c(SC(C)C(=O)Nc2nccs2)nnc1-c1ccncc1 (stereo unspecified),-3%,-4%,-9%,-3%,1.1%,
Cc1cccc(Cl)c1NNC(=O)Nc1c([N+](=O)[O-])c(C)nn1C,3%,-4%,-11%,14%,2.0%,
O=C(c1ccccc1)c1nnc(-c2ccccc2F)o1,11%,6%,3%,64%,0.7%,
Cc1noc(C)c1S(=O)(=O)Nc1ccc(C(=O)N2CCc3ccccc3C2)cc1,6%,-8%,-18%,16%,2.6%,
Cc1ccc(C(=O)NC(=S)N2CCN(c3cc(C)ccc3C)CC2)cc1,-6%,-3%,?,10%,2.1%,
CC(Cc1ccccc1)NC(N)=O (stereo unspecified),-1%,-2%,-19%,-10%,0.6%,
CCC(=NCc1ccc2c(c1)OCO2)c1c(O)n(C)c(=O)n(C)c1=O,-3%,-16%,-3%,8%,1.3%,
CC(C)Cn1cnc2c1c(=O)n(CC(=O)O)c(=O)n2Cc1ccccc1,11%,2%,-11%,-3%,1.8%,
O=C(NNc1c(F)c(F)cc(F)c1F)c1ccco1,-10%,nt,3%,-4%,2.5%,
